Bioassay records (PubChem BioAssay)
PP1 counter – blocks human PP1-alpha phosphatase, a PP5 counter-screen. 320,000 compounds, 0.9% hits. purified PP1alpha, OMFP fluorescence. P62136. AID 2235. inhibition, % at 6.7 µM;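 active = inhibition above the mean inhibition of all tested compounds plus 3 SD, computed separately for each screening campaign, cut at about 15% in these data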
proCasp3 act – activators of human procaspase-3; 330,000 compounds, 0.11% hits; P42574; AID 463141; recombinant procaspase-3 D3A, Ac-DEVD-pNA absorbance 405 nm; activation, % at 8.5 µM;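 active = activation above the mean of all tested compounds plus 3 SD, cut at about 21% in these data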;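 also: 0% = DMSO alone and 100% = DMSO wells spiked with extra 5 µM PC-3 D3A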
Target sequence (P42574 whole entry D9A/D28A/D175A): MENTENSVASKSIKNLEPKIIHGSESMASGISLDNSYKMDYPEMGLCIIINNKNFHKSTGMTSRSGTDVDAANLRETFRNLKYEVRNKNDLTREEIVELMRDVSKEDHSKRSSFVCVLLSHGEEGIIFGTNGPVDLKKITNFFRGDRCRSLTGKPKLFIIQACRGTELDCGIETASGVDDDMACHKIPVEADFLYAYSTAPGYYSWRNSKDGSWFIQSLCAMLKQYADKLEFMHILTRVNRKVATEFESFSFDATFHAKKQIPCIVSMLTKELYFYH
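Test system: Procaspase-3 D3A mutant, all three cleavage aspartates alanine | Dosing: Single dose, 8.5 µM nominal compound, 0.8% DMSO | Schedule: 1 h preincubation, 2 h reaction | Technique: 405 nm absorbance of p-nitroaniline, reads at 0 and 120 min | Repeats: One well per compound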
TPT1 inh – inhibitors of Candida albicans tRNA 2'-phosphotransferase TPT1; recombinant caTPT1, FP RNA substrate dephosphorylation; inhibition, % at 5 µM; 300,000 compounds, 0.81% hits;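 active = inhibition above the mean of all tested compounds plus 3 SD, set per screening campaign, cut at about 24% in these data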;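 also: plate controls were DMSO alone for no effect and ferristatin control at 100 nM for full effect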
core dimer inh – HCV core protein dimerization inhibition; TR-FRET GST/Flag-core106 dimerization, 1536-well; inhibition, % at 5 µM; 300,000 compounds, 0.33% hits; AID 1899;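 active = inhibition above the mean of all tested compounds plus 3 SD, set per screening campaign, cut at about 45% in these data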
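System: GST-tagged and Flag-tagged HCV core protein residues 1-106 / Input: core106 proteins, GST 13.5 nM and Flag 17 nM / Buffer or medium: KF-containing HEPES buffer, pH 7.45, DTT, CHAPS, BSA / Probe or stimulus: Eu-anti-GST and XL665-anti-Flag labelled anti-tag antibodies / Schedule: 4 h, 22.5 °C incubation / Technique: TR-FRET 671 and 617 nm emission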
JMJD2C inh – inhibitors of human GASC-1 (JMJD2C) demethylase; GST-JMJD2C(1-420) H3K9me3 demethylation, DELFIA europium; inhibition, % at 2.35 µM; 330,000 compounds, 0.069% hits;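 active = more than half of a compound's replicate wells show inhibition beyond 50%, single wells judged on their own value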;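 also: signal counts dimethyl H3K9 product captured on neutravidin plate; 0% = median of DMSO wells and 100% = 0.3 times that DMSO median; strong numbers were not always called active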
procasp7 counter – counter-screen: procaspase-7 (human) activation | AID 463210 | activation, % at 8.5 µM | P55210 | recombinant procaspase-7, Ac-DEVD-pNA absorbance 405 nm; D23A/D198A/D206A triple mutant, cannot self-cleave; scale: DMSO 0, 5 µM enzyme 100 | 330,000 compounds, 0.093% hits;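 active = percent activation above the screen-wide mean plus 3 SD, cut at about 25% in these data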
Target sequence (P55210 whole entry D23A/D198A/D206A): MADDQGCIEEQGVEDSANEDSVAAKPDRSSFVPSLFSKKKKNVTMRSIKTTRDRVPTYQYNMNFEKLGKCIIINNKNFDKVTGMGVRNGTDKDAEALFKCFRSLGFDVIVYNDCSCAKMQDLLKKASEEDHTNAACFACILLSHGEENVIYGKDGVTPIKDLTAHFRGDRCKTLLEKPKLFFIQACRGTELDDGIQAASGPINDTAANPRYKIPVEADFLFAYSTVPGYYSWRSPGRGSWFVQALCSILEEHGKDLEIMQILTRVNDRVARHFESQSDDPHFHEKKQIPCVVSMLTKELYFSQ
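Material: Procaspase-7 triple mutant (PC-7 D3A) | Quantity: 2 µM procaspase-7 mutant as dispensed | Reagent: DEVD-pNA substrate | Times: 1 h preincubation, 2 h reaction | Technique: 405 nm absorbance of p-nitroaniline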
PP5 inh – PP5 (human) phosphatase inhibition; P53041; purified PP5c, OMFP substrate fluorescence; inhibition, % at 6.7 µM; 320,000 compounds, 0.18% hits; AID 1987;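 active = inhibition above the campaign's mean inhibition across all tested compounds plus 3 SD, cut at about 9.5% in these data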;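 also: 0% = DMSO only and 100% = 100 µM cantharidin control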
Target sequence (P53041 whole entry, looked up): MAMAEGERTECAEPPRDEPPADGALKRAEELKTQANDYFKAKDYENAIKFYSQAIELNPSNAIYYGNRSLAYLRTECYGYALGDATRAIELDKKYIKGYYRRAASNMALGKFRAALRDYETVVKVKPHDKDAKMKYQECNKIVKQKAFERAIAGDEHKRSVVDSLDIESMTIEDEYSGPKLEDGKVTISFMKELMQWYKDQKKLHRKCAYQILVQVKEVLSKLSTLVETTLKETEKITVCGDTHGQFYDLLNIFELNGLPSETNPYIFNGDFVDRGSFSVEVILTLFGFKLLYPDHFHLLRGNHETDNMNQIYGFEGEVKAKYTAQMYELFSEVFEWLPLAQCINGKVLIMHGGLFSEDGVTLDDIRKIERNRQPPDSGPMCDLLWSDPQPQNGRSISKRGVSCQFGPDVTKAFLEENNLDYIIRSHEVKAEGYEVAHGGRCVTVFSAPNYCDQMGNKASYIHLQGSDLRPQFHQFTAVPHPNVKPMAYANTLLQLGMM
Efflux pump inh – inhibitors of Candida antifungal efflux pumps expressed in yeast; 330,000 compounds, 0.44% hits; S. cerevisiae Candida pump triplex, Nile Red efflux; AID 485275; inhibition, % at 10 µM;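 active = plate passing quality check with inhibition over a set limit, or well fluorescence over plate mean plus 4 SD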;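 also: Nile Red retained in pooled yeast measured as flow cytometry median fluorescence; 0% = buffer negative control and 100% = Enniatin B positive control; higher means more Nile Red kept so more efflux inhibition; some compounds called inactive have numbers as strong as hits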
CTSL1 counter – counter-screen for PFM18AAP inhibitors: inhibitors of F. hepatica cathepsin L1; inhibition, % at 5.96 µM; AID 1906; recombinant F. hepatica cathepsin L1, Z-Leu-Arg-MCA fluorescence; 300,000 compounds, 0.49% hits;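 active = inhibition above the mean of all tested compounds plus 3 SD, set per screening campaign, cut at about 17% in these data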;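 also: 0% = plate median of test compound wells and 100% = 1 µM Z-Phe-Ala-diazomethylketone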
Starred values were filed as active, the others as inactive; / = not tested or not shown.

SMILES | PP1 counter | proCasp3 act | TPT1 inh | core dimer inh | JMJD2C inh | procasp7 counter | PP5 inh | Efflux pump inh | CTSL1 counter
COc1ccccc1-c1cc(C(=O)NC2CCCC2)no1 | -3 | 0 | -1 | 7 | 0 | 11 | 3.0 | -0.4 | -2
Cc1nccn1CC(O)COc1ccc(Cl)cc1Cl (configuration not stated) | -2 | 6 | 0 | 7 | -2 | 0 | 0.3 | 0.0 | 7
COCC(C)NC(=O)c1ccc2nc(-c3ccccc3)c(-c3ccccc3)nc2c1 (configuration not stated) | -1 | -5 | -3 | -2 | 1 | -5 | 3.1 | 0.7 | -1
CC(C)C[C@@H]1NC(=O)[C@H](Cc2ccc(O)cc2)NC(=O)[C@H](CCC(N)=O)NC(=O)c2cc([N+](=O)[O-])cc(I)c2NCC[C@@H](C(N)=O)NC1=O | 2 | -15 | -1 | 0 | -3 | -12 | 2.9 | / | 12
Clc1ccc2c(N/N=C/c3ccccc3Br)ccnc2c1 | 11 | -10 | -2 | 0 | 2 | -10 | 3.3 | -1.7 | 0
CN(C)C1=NCCN1CCC1CCCCC1 | -4 | 4 | 4 | -8 | -4 | 3 | 2.1 | 0.1 | -2
COc1cccc(NC(=O)c2sc(Cl)nc2C)c1 | 1 | -1 | 1 | -5 | 4 | 6 | 1.7 | 0.2 | 3
CC1CCCCC1NC(=O)C(C)N1C(=O)c2ccccc2C1=O (configuration not stated) | -2 | 3 | / | / | 11 | 0 | 1.9 | -0.1 | /
Cc1ccccc1N=C/C=C1/C=C(c2ccccc2)OC(C)(C)O1 | -1 | -8 | 2 | 3 | -4 | -17 | 1.8 | 0.4 | 2
CC(C(=O)NCCN1CCOCC1)(c1ccccc1)c1ccccc1 | -2 | -3 | 0 | -3 | 0 | 2 | 0.7 | 0.0 | -4
CCCn1nc(C(=O)Nc2nc(-c3ccccn3)cs2)c2ccccc2c1=O | 11 | -1 | / | / | 8 | -6 | 2.8 | -0.3 | /
O=C(NCCN1CCOCC1)c1cccc(NS(=O)(=O)c2ccc(Br)cc2)c1 | -5 | 6 | 0 | -1 | 23 | 3 | 0.5 | -0.1 | 2
O=C1Nc2ccc(Br)cc2C1=C1CCCCC1 | 4 | 4 | 3 | 3 | 8 | -16 | 2.2 | 0.0 | -3
COc1ccc2nc(-c3ccc(Cl)cc3)cc(C(=O)O)c2c1 | -1 | -7 | 6 | 3 | -4 | 0 | -1.1 | 0.1 | 1
CCOC(=O)[C@@H]1[C@H]2COc3ccccc3[C@@H]2N2C(=O)N(c3ccc(C(F)(F)F)cc3)C(=O)[C@]12C | 1 | 1 | -2 | -3 | -12 | -8 | 2.9 | 0.0 | 2
CC(C)COP(=O)(c1ccc(N(C)C)cc1)C(O)c1ccccc1F (configuration not stated) | 2 | 5 | -3 | 7 | 2 | 7 | 3.6 | 0.0 | 0
CCCn1c(NC(=O)C2COc3ccccc3O2)nc2ccccc21 (configuration not stated) | -3 | -4 | -6 | 1 | -6 | -3 | 5.4 | 0.0 | -2
Cc1cccc(Cn2c(N3CCN(C)CC3)nc3c2c(=O)n(C)c(=O)n3C)c1 | 1 | 0 | -2 | -10 | -1 | 2 | -1.5 | -0.1 | 4
CN1CCN(S(=O)(=O)c2ccc(NC(=O)Cc3cccs3)cc2)CC1 | -2 | -3 | -1 | 7 | -6 | 7 | 1.0 | -0.1 | 2
COc1cc(NC(=O)c2cc3nc(C4CC4)cc(C(F)(F)F)n3n2)c(OC)cc1Cl | -3 | -7 | -3 | 4 | -7 | -5 | -1.2 | 0.6 | 10
CC(=O)Nc1ccc(S(=O)(=O)NCC2CCCO2)cc1 (configuration not stated) | -1 | 2 | 2 | 1 | 3 | 4 | -0.8 | -0.1 | -2
CCOc1ccc(N(CC(=O)NC2CC3CCC2C3)S(=O)(=O)c2ccc(C)cc2)cc1 (configuration not stated) | 3 | -3 | 1 | 10 | 21 | 1 | -1.4 | -0.4 | 0
NC(=O)CSc1nccn1Cc1ccccc1 | -5 | 4 | 3 | -1 | -5 | 1 | 2.1 | 0.0 | 5
CCN(Cc1ccccc1)C(=O)Cn1c(=O)n(CCC(=O)N2CCCCC2)c(=O)c2sccc21 | 0 | 5 | -2 | 3 | 14 | 8 | -0.9 | -0.1 | 1
COc1ccc(C2C(C(N)=O)=C(C)Nc3nc(-c4ccccc4)nn32)cc1OC (configuration not stated) | -5 | 4 | -5 | -6 | -2 | 4 | -1.6 | -0.2 | 3
O=C(CN1C(=O)C2C3CC(C(Br)C3Br)C2C1=O)N1CCN(Cc2ccccc2)CC1 (configuration not stated) | -2 | 10 | -6 | -2 | -2 | 4 | -1.1 | -0.2 | 0
Cc1c(C(=O)N2CCN(c3ccccn3)CC2)oc2ccccc12 | -1 | 0 | -4 | -3 | -21 | 0 | -1.0 | 0.0 | 1
O=C(NCc1ccco1)/C(=C/c1ccco1)NC(=O)c1ccccc1 | 1 | -3 | 0 | -9 | 3 | -2 | -0.1 | -0.7 | 9
CCOc1ccc(OCC)c(S(=O)(=O)n2cnc(C)c2)c1 | 1 | 2 | 1 | 0 | 1 | 6 | 2.1 | -0.1 | -1
COc1ccc(CCNC(=O)CN(c2ccccc2OC)S(C)(=O)=O)cc1OC | -2 | -1 | -1 | -4 | 3 | -1 | 1.3 | 0.0 | -2
Cc1cc(-c2nn(-c3ccccc3F)cc2CN2CCCC(O)C2)c(C)s1 (configuration not stated) | 6 | 7 | -2 | -8 | 1 | -1 | 0.9 | 0.1 | -4
CCOc1ccc(Oc2ccc(Cl)cc2NC(=O)C2=COCCO2)cc1 | -3 | 2 | 5 | 4 | -13 | 4 | 1.6 | 0.0 | 2
COc1ccc(/C=N/NC(=O)c2ccncc2)cc1CSc1nc2ccccc2s1 | 6 | 9 | -3 | 14 | 8 | 4 | 4.5 | 0.6 | 7
CC(C(=O)NC1CCS(=O)(=O)C1)N1C(=O)/C(=C/c2ccc(Cl)cc2)SC1=S (configuration not stated) | 7 | -8 | -1 | -2 | -5 | -14 | 2.1 | 0.1 | 2
COc1ccccc1OCCn1cc(C(=O)C(C)C)c2ccccc21 | -1 | 1 | -2 | -6 | 20 | 4 | 3.6 | -0.1 | -6
CCOC(=O)c1cc(CC)sc1NC(=O)c1ccc(N2CCOCC2)c([N+](=O)[O-])c1 | -10 | 6 | -1 | 1 | 4 | 5 | 2.9 | 0.5 | -11
O=C(Cn1cc([N+](=O)[O-])cn1)N1CCc2ccccc2C1 | -4 | 3 | 0 | -5 | 9 | 4 | 2.3 | 0.0 | 2
Cc1ccsc1CN1CCC(C(=O)NCc2ccccc2Cl)CC1 | -3 | -4 | 3 | 7 | 19 | 4 | -2.1 | -0.2 | 1
CC(C)Oc1ccc(CCC(=O)NNC(=O)CCC(=O)O)cc1 | -1 | 1 | 1 | 3 | -4 | -9 | 1.1 | 0.0 | -1
COC(=O)/C(=C1/Oc2cc(C)oc(=O)c2S1)C(F)(F)F | -1 | -10 | -2 | -3 | -9 | -9 | 2.8 | 0.1 | 7

Reprinted from above, 2 compounds:
SMILES | PP1 counter | proCasp3 act | TPT1 inh | core dimer inh | JMJD2C inh | procasp7 counter | PP5 inh | Efflux pump inh | CTSL1 counter
Cc1cc(-c2nn(-c3ccccc3F)cc2CN2CCCC(O)C2)c(C)s1 (configuration not stated) | 6 | 7 | -2 | -8 | 1 | -1 | 0.9 | 0.1 | -4
CCOc1ccc(Oc2ccc(Cl)cc2NC(=O)C2=COCCO2)cc1 | -3 | 2 | 5 | 4 | -13 | 4 | 1.6 | 0.0 | 2

Carrying on.
SMILES | PP1 counter | proCasp3 act | TPT1 inh | core dimer inh | JMJD2C inh | procasp7 counter | PP5 inh | Efflux pump inh | CTSL1 counter
COc1cccc(C2N(c3ccc(Cl)c(Cl)c3)C(=O)C3CCCN32)c1OC (configuration not stated) | 1 | 4 | -4 | -4 | 13 | -1 | -2.1 | 0.1 | 3
O=C(C1CCN(S(=O)(=O)N2CCOCC2)CC1)N1CCN(c2ccccc2F)CC1 | -3 | 3 | -2 | -1 | 9 | 5 | 1.2 | 0.0 | -5
COCCn1c(N)c(N(Cc2ccccc2)C(=O)c2cc3ccccc3o2)c(=O)[nH]c1=O | -4 | -1 | 0 | -1 | -6 | 17 | 0.8 | 0.1 | 3
Cc1nn(Cc2c(Cl)cccc2Cl)c(C)c1NC(=O)c1cn(-c2ccccc2)nc1-c1ccccc1 | 0 | -6 | -2 | 10 | 2 | 0 | -0.3 | -0.2 | -3
O=C(C1CC1)N1N=C(c2ccncc2)CC1(O)C(F)(F)F (configuration not stated) | -3 | 7 | -3 | 3 | -3 | -2 | -1.8 | 0.2 | 3
O=S(=O)(NCC(c1ccco1)N1CCN(c2ccc(F)cc2)CC1)c1ccc(F)cc1 (configuration not stated) | 1 | -5 | 3 | 6 | 2 | 4 | -0.6 | -0.2 | -4
COc1cccc(C(=O)NNC(=O)Cc2ccc(Cl)cc2)c1 | 0 | 10 | -2 | 11 | -1 | 6 | 1.2 | 0.0 | 0
Cc1ccccc1C(=O)c1c[nH]c(C(=O)NCCCn2ccnc2)c1 | -1 | -6 | -3 | -8 | 2 | -11 | -2.1 | 0.0 | 1
O=c1cc(-c2ccccc2Cl)oc2c(Br)ccc(O)c12 | -1 | 10 | -1 | 11 | 6 | 0 | 4.5 | -0.1 | -1
CCOC(=O)c1sc(N/N=C/c2ccccc2)nc1C | -2 | -15 | 0 | -9 | 3 | -15 | 2.5 | -0.2 | -1
Cc1cc(NC(=O)c2ccc(NC(=O)CC(C)C)cc2)no1 | 0 | 0 | -6 | -13 | 13 | 7 | -1.7 | -0.1 | -1
C/C=C/C=[N+](\[O-])C(C)/C(=N/O)c1ccc(F)cc1 (configuration not stated) | -4 | 3 | 2 | -6 | 2 | 3 | -0.7 | -0.1 | 0
CC(=O)c1c(C)[nH]c(C(=O)OCC(=O)Nc2ccccc2Cl)c1C | -1 | 0 | -2 | -4 | 0 | 12 | -1.6 | 0.0 | -1
COc1ccc(C(=O)N/N=C(\c2ccccc2)c2ccccn2)cc1 | 2 | 3 | 1 | 0 | -8 | -15 | 0.7 | 0.1 | 1
CCOC(=O)c1c(C)[nH]c(C(=O)OC(C)C(=O)Nc2ccccc2OC)c1C (configuration not stated) | 3 | 3 | -3 | -4 | -20 | -2 | 2.8 | 0.1 | 2
COc1ccc(CCC(=O)Nc2sccc2C#N)cc1 | 2 | 5 | 16 | 13 | 37 | -4 | 4.2 | 0.2 | -2
CN(C)Cc1ccc(O)c(CCc2ccccc2)n1 | -2 | 5 | -7 | -7 | -3 | -2 | 0.4 | 0.0 | -1
CN(Cc1ccco1)C(=O)CN1C(=O)NC2(CCCCC2)C1=O | -5 | -2 | / | / | 11 | 5 | -0.5 | 0.0 | /
Cc1ccc(-c2cn3cccnc3n2)cc1NC(=O)c1ccc(Br)o1 | 1 | 1 | 0 | 1 | 0 | -1 | 3.3 | 0.4 | 0
